# Screening data as filed in PubChem BioAssay.
# Ecoli WT expand – growth inhibitors of E. coli BW25113 wild type. growth inhibition, % at 100 µM. 98,000 tested, 0.15% active. OD600 absorbance. AID 710;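 active = growth inhibition above about 50% at one test dose, limit read from the data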;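 also: growth measured after 20 h incubation at 37 °C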
# PostGolgi yeast – growth inhibition of a yeast mutant, post-Golgi transport screen; post-Golgi transport phenotypic cell assay; inhibition, % at 10 µM; 98,000 tested, 0.9% active; AID 739;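 also: yeast cells grown in 1536-well plates; yeast grown about 18 h at 30C before absorbance read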
# sEH activator – soluble epoxide hydrolase (human) activation; P34913; 91,000 tested, 0.04% active; purified human sEH enzymatic activity, activator screen; activation, % at 2 µM; in the data active = activation above about 37%; also: values of inactives mirror those of a sister screen read the other way
# S1P2 ag – activates the human S1P2 receptor; O95136; AID 729; 97,000 tested, 0.46% active; activation, % at 4.5 µM; S1P2-expressing cell line, agonist reporter read-out; in the data active = activation above about 16%;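 also: 0% = vehicle low control and 100% = maximal reference agonist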
# PostGolgi ctrl – yeast control strain growth, post-Golgi counter-screen. efflux-deficient yeast background strain, growth absorbance A615, 16 h. inhibition, % at 10 µM. 98,000 tested, 5% active. AID 738
# CD11b adhes inh – blocks human CD11b/CD18 adhesion to fibrinogen | P05107+P11215 | K562 CD11b/CD18 adhesion to fibrinogen, ATPlite luminescence; Mn2+ added to activate the integrin | inhibition, % at 10 µM | 93,000 tested, 0.54% active;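 active = primary inhibition of 50% or more at 10 µM, then 40% or more on retest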; also: some results filed as inactive read as strong as hits
# Target sequence (P05107 whole entry, looked up, other chains not shown): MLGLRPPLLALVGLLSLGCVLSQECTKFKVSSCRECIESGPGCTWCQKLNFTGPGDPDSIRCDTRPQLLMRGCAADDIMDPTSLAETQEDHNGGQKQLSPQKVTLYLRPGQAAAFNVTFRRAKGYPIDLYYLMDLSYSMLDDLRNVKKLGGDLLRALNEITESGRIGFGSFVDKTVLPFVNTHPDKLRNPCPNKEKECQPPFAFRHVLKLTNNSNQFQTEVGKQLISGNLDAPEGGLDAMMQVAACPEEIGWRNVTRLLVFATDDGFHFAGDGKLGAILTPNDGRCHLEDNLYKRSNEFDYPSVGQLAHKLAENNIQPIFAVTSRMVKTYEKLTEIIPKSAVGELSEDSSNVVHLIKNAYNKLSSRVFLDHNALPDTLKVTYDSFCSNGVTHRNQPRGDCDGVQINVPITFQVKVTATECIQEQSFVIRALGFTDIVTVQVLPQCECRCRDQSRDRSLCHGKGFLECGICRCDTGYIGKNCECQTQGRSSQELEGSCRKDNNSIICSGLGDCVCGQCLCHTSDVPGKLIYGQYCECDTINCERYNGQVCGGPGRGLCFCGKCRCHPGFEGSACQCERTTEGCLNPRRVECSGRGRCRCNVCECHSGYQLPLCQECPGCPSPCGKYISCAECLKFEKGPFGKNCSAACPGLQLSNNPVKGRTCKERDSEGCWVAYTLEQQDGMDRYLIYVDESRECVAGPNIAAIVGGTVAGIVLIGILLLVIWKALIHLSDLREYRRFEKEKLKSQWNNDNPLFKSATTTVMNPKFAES
# S1P2 blocker – antagonists of human S1P2 receptor; 97,000 tested, 0.21% active; O95136; inhibition, % at 5 µM; cell-based S1P2 antagonist assay, inhibition at 5 uM; in the data active = inhibition above about 45%;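 also: CRE beta-lactamase reporter cells expressing human S1P2 stimulated with S1P; 0% = agonist at EC80 alone and 100% = agonist plus reference antagonist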
# sEH inhibitor – inhibitors of human soluble epoxide hydrolase. P34913. recombinant human sEH enzymatic activity assay. inhibition, % at 2 µM. 91,000 tested, 0.34% active. AID 707; in the data active = inhibition above about 80%; also: values of inactives mirror those of a sister screen read the other way; many of its hits are not listed in these tables
# PLAP act – human PLAP activation; P05187; 96,000 tested, 1.2% active; purified PLAP enzyme, luminescent substrate read-out; stronger effect = higher value; activation fold at 20 µM; in the data active = activation fold above about 2
# Starred values were filed as active, the others as inactive; . = no result given. Rule as the data show it, unless noted: active = inhibition above about 30%; inactive = the rest.
SMILES,Ecoli WT expand,PostGolgi yeast,sEH activator,S1P2 ag,PostGolgi ctrl,CD11b adhes inh,S1P2 blocker,sEH inhibitor,PLAP act
C=CCn1c(SCc2ccccc2)nnc1-c1cccnc1,0,-2,-1,-1,6,-20,10,0,0.7
CCOc1ccc(N(CC)S(=O)(=O)c2ccc3c(c2)oc(=O)n3C)cc1,-14,2,-5,-8,8,.,6,8,.
COc1ccc(NC(=O)NCc2ccccn2)cc1,.,.,-15,0,.,.,-15,17,.
O=C(CSc1nnc(Cc2cc(=O)[nH]c(=O)[nH]2)n1-c1ccccc1)NCC1CCCO1 (stereo not drawn),-3,-1,2,-1,5,-1,6,-1,1
CO/N=C/NC(=O)Cc1cn(-c2ncc(C(F)(F)F)cc2Cl)c2ccccc12,-6,-3,-6,-1,5,15,-12,5,1
COCCOC(=O)c1cc(C(=O)c2cc(F)ccc2O)coc1=N,0,7,9,-2,5,.,14,-12,.
CCCCC(=O)Nc1cc(C)c2c(=O)oc3ccccc3c2n1,-11,-7,-6,-4,16,.,-3,9,1
Cc1ccc(S(=O)(=O)c2nc(-c3ccccc3)oc2NCCN2CCOCC2)cc1,1,-15,12,-2,2,-23,25,-18,1.6
Cc1nc2ccc(S(=O)(=O)N(C)CC(=O)N3CCc4ccccc4C3)cc2s1,6,1,-10,-5,11,6,-4,9,1
O=C(NN=c1c(=O)c2ccccc2c1=O)c1ccccc1,-3,1,1,-2,7,-6,15,0,1
COc1cc(C2C(C#N)=C(N)Oc3cc(N)ccc32)cc(OC)c1OC (stereo not drawn),2,7,5,-4,7,.,-2,-6,.
COc1ccccc1-c1cc(C(=O)Nc2c(F)cc(F)cc2Br)no1,-18,3,8,-2,3,-18,0,-7,0.9
COc1ccc(/C=C/C(=O)NCC(=O)N/N=C/c2cc(Br)ccc2OC)cc1,5,-3,-42,-6,-7,.,1,44,1
S=C(Nc1cccc(Cl)c1)NC1CCCCC1,25,-9,-30,-6,0,.,0,30,0.8
Nc1nc(CN2CCN(c3ccccc3F)CC2)nc(Nc2ccc3c(c2)OCCO3)n1,8,3,0,-6,1,.,25,-1,1.3
CCc1nnc(NC(=O)CSc2nnc(CNc3ccc(Cl)cc3)o2)s1,-17,-4,-13,-5,-2,13,-5,14,0.9
Cc1nnc(SCCn2c(N3CCC(C)CC3)nc3c2c(=O)[nH]c(=O)n3C)s1,-4,-3,8,0,1,-3,4,-14,0.9
O=C(Nc1ccccc1)Nc1ccc(S(=O)(=O)N2CCCCC2)cc1,27,-10,-92,-4,30*,.,-16,92*,1
CC1CN(c2cc(=O)n(-c3cccc(Br)c3)c(=O)[nH]2)CC(C)O1 (stereo not drawn),2,-9,2,.,11,-32,.,3,1.1
CN1CCN(S(=O)(=O)c2ccc(NC(=O)Cc3cccs3)cc2)CC1,9,-4,0,-3,14,-5,-9,1,1.2

# By substructure: those above containing a Cl atom
SMILES,Ecoli WT expand,PostGolgi yeast,sEH activator,S1P2 ag,PostGolgi ctrl,CD11b adhes inh,S1P2 blocker,sEH inhibitor,PLAP act
CO/N=C/NC(=O)Cc1cn(-c2ncc(C(F)(F)F)cc2Cl)c2ccccc12,-6,-3,-6,-1,5,15,-12,5,1
S=C(Nc1cccc(Cl)c1)NC1CCCCC1,25,-9,-30,-6,0,.,0,30,0.8
CCc1nnc(NC(=O)CSc2nnc(CNc3ccc(Cl)cc3)o2)s1,-17,-4,-13,-5,-2,13,-5,14,0.9

# The list continues.
SMILES,Ecoli WT expand,PostGolgi yeast,sEH activator,S1P2 ag,PostGolgi ctrl,CD11b adhes inh,S1P2 blocker,sEH inhibitor,PLAP act
O=C(NC(Cc1c[nH]c2ccccc12)C(=O)O)c1ccco1 (stereo not drawn),6,-8,17,-2,30*,29,-7,-16,1.1
COc1ccc(OCC(=O)OC2CCN(C)CC2)cc1,1,-10,1,-2,10,-2,-14,1,1.2
CCOC(=O)c1c(C)[nH]c(C(=O)Cn2nnc(-c3ccccc3Cl)n2)c1C,-2,2,.,-8,-2,-12,-2,.,0.9
CCCSc1nc(-n2ncc(C#N)c2N)c2c3c(sc2n1)CCC(C)C3 (stereo not drawn),-5,-8,7,-3,23,21,31,-9,0.9
CCCCN(C(=O)CCC(=O)Nc1cc(C)on1)C(C(=O)NC(C)(C)C)c1cccc(OC)c1OC (stereo not drawn),.,.,2,-2,.,.,-13,1,.
Cc1cc(OCC(=O)NCC(C)C)cc(C)c1Br,2,0,-9,-1,8,12,-6,3,1.2
Cc1c(C(=O)NC(C)CN2CCCCC2)oc2ccccc12 (stereo not drawn),5,0,8,-1,-4,1,-25,-4,1.3
COc1ccc(OC)c(-c2[nH]nc3c2C(c2ccco2)C(C#N)=C(N)O3)c1 (stereo not drawn),-7,4,6,-8,6,2,-6,-6,1.5
Cn1sc(NC(=O)c2ccccc2Cl)nc1=O,-4,-12,-10,-6,28,4,10,9,1.1
C=CCSc1nnc(-c2cc(Br)ccc2N)c(=O)[nH]1,-10,7,.,-1,4,-2,10,.,1.1
COC(=O)c1ccc2c(=O)sc(N3CCC(C(N)=O)CC3)nc2c1,4,-5,4,-4,0,-3,-13,-2,1
Cc1nc2nc(COc3ccccc3)[nH]n2c(=O)c1C,2,-2,.,-9,0,2,10,.,1.1
N/C(=N\OC(=O)Cc1ccccc1)c1cccnc1,4,0,14,-5,3,.,9,-14,0.9
CCCc1[nH]nc2c1C(c1ccc(OCCN3CCOCC3)c(OCC)c1)C(C#N)=C(N)O2 (stereo not drawn),4,-6,-14,-2,14,5,23,16,1
COC(=O)CSc1nc(C2CC2)nc2ccccc12,5,-4,.,.,6,-6,.,.,1.3
CCN(CC)C(=O)CSCC(=O)Nc1ccccc1,7,-6,1,-2,-1,-21,9,-2,0.8
COc1nn(CC(=O)N2N=C(C)CC2(O)C(F)(F)F)cc1[N+](=O)[O-] (stereo not drawn),.,.,3,-3,.,.,-16,0,.
O=C(CNC(=O)Cc1ccccc1)NCC(=O)OCC(=O)c1cccc2ccccc12,3,-1,9,-5,-1,-2,8,-7,1
COc1ccccc1N1CCN(C(CNS(=O)(=O)c2cccs2)c2cccnc2)CC1 (stereo not drawn),7,2,10,-3,-2,-8,8,-9,1.3
CCC1(C)Cc2c(sc3nc(SCC(=O)O)[nH]c(=O)c23)CO1 (stereo not drawn),2,10,-10,-1,-3,-38,4,11,1
N#CC1=C(N)Oc2n[nH]c(-c3ccncc3)c2C1c1ccsc1 (stereo not drawn),5,-13,0,-2,-1,-10,-9,-2,1
C=CCONC(=O)c1cc(OCC(F)(F)F)ccc1OCC(F)(F)F,2,0,3,-5,8,.,3,-4,0.8
CCOC(CNC(=O)c1cc(C)nn1-c1ccccc1)OCC,1,-4,1,-3,4,-16,-9,1,0.9
O=C(CCN1CCCC1)Nc1ccc(Br)cc1,.,.,10,-9,.,.,-9,-4,.
CCC(Sc1nc2c(c(=O)[nH]1)CCC2)C(=O)Nc1cccc(OC)c1 (stereo not drawn),-7,-3,.,.,0,-14,.,.,1.3
COc1cc(CNc2ccccc2SC)ccc1O,14,7,7,-5,-23,-5,13,-5,1.4
O=C(c1ccc(-c2ccccc2)cc1)N1CCN(Cc2ccccn2)CC1,0,3,8,-5,-3,10,17,-8,1.4
CCCCC(=O)Nc1ccc2oc(-c3cccnc3)nc2c1,0,15,.,-3,-1,7,1,.,1
Cc1nc(=O)c(-c2ccccc2)c(C)n1CCCCCC(=O)O,-2,12,-5,-3,2,3,0,4,1
N#Cc1nc(COc2ccccc2Cl)oc1N1CCCCCC1,-3,0,4,2,7,.,-28,-4,.
O=C(OCc1cc2ccccc2[nH]c1=O)C1CCCCC1,1,30*,2,-4,13,6,-2,-3,1
COc1ccc(C(=O)NC2CCN(C(=O)NC3CCCCC3)CC2)cc1,2,18,10,-5,-1,-1,15,-9,0.9
COC(=O)c1ccc(-c2sc3nc(N4CCOCC4)c4c(c3c2N)CC(C)(C)OC4)o1,-7,-4,.,.,2,-20,.,.,1.1
CCNc1nc(SC(C)C(=O)OC)nc(N2CCOCC2)n1 (stereo not drawn),1,14,.,.,10,2,.,.,1.4
CN(C)c1nc(SCC#N)nc(N(C)C)n1,-6,13,-9,-3,0,.,-11,7,.
COc1ccc(-n2c(SCC(=O)c3c(N)n(C)c(=O)n(C)c3=O)nc3ccccc32)cc1,9,4,8,-4,4,7,-12,-10,0.9
Cc1nc2cc(NC(=O)N3CCN(c4ccccn4)CC3)ccc2o1,10,10,-27,-3,0,-12,4,25,0.8
CSc1nnnn1-c1ccc(C(=O)OCC(=O)N2CCOCC2)cc1,-2,1,10,0,2,-4,20,-10,1.3
COc1ccc(C(=O)/C=C/N2CCCCC2)cc1OC,1,-6,.,.,2,-8,.,.,1.1
CNC(=O)CSCCn1c(SCC(=O)NC)nc2ccccc2c1=O,-13,-10,9,-5,24,1,6,-10,1.1
CC1CN(C(=O)c2cccc(S(=O)(=O)N3CCOCC3)c2)CC(C)O1 (stereo not drawn),2,1,.,.,16,-15,.,.,1.1
CC1CCN(C(=O)CN(c2ccc(Oc3ccccc3)cc2)S(C)(=O)=O)CC1,0,-5,7,-5,12,23,-2,-6,1
O=C(Nc1cccnc1Cl)c1ccc(S(=O)(=O)N2CCCCCC2)cc1,-10,-3,-17,-3,10,3,-4,19,0.9
Cc1cc(OCCCC(=O)N2CCCCC2)cc(C)c1Cl,0,-4,20,-4,9,-6,4,-17,1.7
O=C(Nc1ccc(S(=O)(=O)N2CCOCC2)cc1)C1CCCCC1,-5,8,-67,-1,-3,-16,3,68,0.9
O=C(Nc1nc(=O)c2ccccc2s1)c1ccc(F)cc1,.,.,-5,-9,.,.,17,4,.
CC(C)NC(=O)c1ccccc1NC(=O)CS(=O)(=O)Cc1ccccc1,-4,-2,7,-3,2,12,13,-9,1
CCSc1ccc2nnc(-c3ccc(F)cc3)n2n1,10,1,-9,-5,18,-15,-22,9,0.9
CC(=O)NCCOc1cccc2cccnc12,1,-8,-2,0,16,5,-40,2,0.8

# Gathered by group, the compounds so far with an NH in an aromatic ring
SMILES,Ecoli WT expand,PostGolgi yeast,sEH activator,S1P2 ag,PostGolgi ctrl,CD11b adhes inh,S1P2 blocker,sEH inhibitor,PLAP act
O=C(CSc1nnc(Cc2cc(=O)[nH]c(=O)[nH]2)n1-c1ccccc1)NCC1CCCO1 (stereo not drawn),-3,-1,2,-1,5,-1,6,-1,1
Cc1nnc(SCCn2c(N3CCC(C)CC3)nc3c2c(=O)[nH]c(=O)n3C)s1,-4,-3,8,0,1,-3,4,-14,0.9
CC1CN(c2cc(=O)n(-c3cccc(Br)c3)c(=O)[nH]2)CC(C)O1 (stereo not drawn),2,-9,2,.,11,-32,.,3,1.1
O=C(NC(Cc1c[nH]c2ccccc12)C(=O)O)c1ccco1 (stereo not drawn),6,-8,17,-2,30*,29,-7,-16,1.1
CCOC(=O)c1c(C)[nH]c(C(=O)Cn2nnc(-c3ccccc3Cl)n2)c1C,-2,2,.,-8,-2,-12,-2,.,0.9
COc1ccc(OC)c(-c2[nH]nc3c2C(c2ccco2)C(C#N)=C(N)O3)c1 (stereo not drawn),-7,4,6,-8,6,2,-6,-6,1.5
C=CCSc1nnc(-c2cc(Br)ccc2N)c(=O)[nH]1,-10,7,.,-1,4,-2,10,.,1.1
Cc1nc2nc(COc3ccccc3)[nH]n2c(=O)c1C,2,-2,.,-9,0,2,10,.,1.1
CCCc1[nH]nc2c1C(c1ccc(OCCN3CCOCC3)c(OCC)c1)C(C#N)=C(N)O2 (stereo not drawn),4,-6,-14,-2,14,5,23,16,1
CCC1(C)Cc2c(sc3nc(SCC(=O)O)[nH]c(=O)c23)CO1 (stereo not drawn),2,10,-10,-1,-3,-38,4,11,1
N#CC1=C(N)Oc2n[nH]c(-c3ccncc3)c2C1c1ccsc1 (stereo not drawn),5,-13,0,-2,-1,-10,-9,-2,1
CCC(Sc1nc2c(c(=O)[nH]1)CCC2)C(=O)Nc1cccc(OC)c1 (stereo not drawn),-7,-3,.,.,0,-14,.,.,1.3
O=C(OCc1cc2ccccc2[nH]c1=O)C1CCCCC1,1,30*,2,-4,13,6,-2,-3,1
